Bioassay records: PubChem, several laboratories
DAX1 inh-1: DAX1 (NR0B1) inhibition, primary screen. AID 652010. inhibition, % at 6.8 µM. HEK293T StAR-luciferase reporter, SF-1/DAX-1 repression relief. 370,000 compounds, 1.1% hits;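 active = inhibition above the mean over all tested compounds plus 3 SD, cut at about 3.6% in these data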;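 also: 0% = DAX-1 cells with DMSO and 100% = cells lacking DAX-1 with DMSO; higher inhibition means more luminescence from relief of DAX-1 repression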
hgDAF12 agonist: activates the H. glycines DAF-12 receptor ligand-binding domain. AID 687014. 370,000 compounds, 1.8% hits. activation, % at 6.8 µM. HEK293 GAL4-hgDAF12 UAS-luciferase reporter, agonist luminescence; normalized to butyrate control;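 active = activation above a cutoff set at the mean of all screened compounds plus 3 SD, cut at about 10% in these data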;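 also: 0% = DMSO wells and 100% = sodium butyrate wells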
sPLA2-III inh: Blocks human group III sPLA2 activity; QFRET BODIPY PC-A2 liposome hydrolysis, fluorescence; Q9NZ20; inhibition, % at 12.2 µM; 370,000 compounds, 0.56% hits; AID 743126;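 active = inhibition above mean plus 3 SD of compounds lying within the high and low control bounds, cut at about 19% in these data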;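 also: 0% = median of test compound wells and 100% = no enzyme DMSO wells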
ssDAF12 agonist: S. stercoralis DAF-12 activation, primary screen; HEK293 ssDAF-12/GRIP1 lit1-tk-luc reporter, luminescence; % of 3 µM dafachronic acid response; activation, % at 6.8 µM; 370,000 compounds, 1% hits;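 active = activation above the mean over all tested compounds plus 3 SD, cut at about 0.9% in these data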;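 also: 0% = DMSO-only wells and 100% = 3 µM delta7-dafachronic acid wells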
DAX1 inh-2: inhibitors of human orphan nuclear receptor DAX1 (NR0B1); AID 504766; 340,000 compounds, 0.99% hits; HEK293 Gal4-DAX1 luciferase reporter, luminescence; inhibition, % at 6.75 µM; P51843;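 active = inhibition above the mean over all tested compounds plus 3 SD, cut at about 4.2% in these data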;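 also: 0% = DAX1-transfected cells with DMSO and 100% = empty-vector control cells with DMSO; inhibition shows as a rise in luminescence from relieved DAX1 repression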
Target sequence (P51843 207-470 limits assumed): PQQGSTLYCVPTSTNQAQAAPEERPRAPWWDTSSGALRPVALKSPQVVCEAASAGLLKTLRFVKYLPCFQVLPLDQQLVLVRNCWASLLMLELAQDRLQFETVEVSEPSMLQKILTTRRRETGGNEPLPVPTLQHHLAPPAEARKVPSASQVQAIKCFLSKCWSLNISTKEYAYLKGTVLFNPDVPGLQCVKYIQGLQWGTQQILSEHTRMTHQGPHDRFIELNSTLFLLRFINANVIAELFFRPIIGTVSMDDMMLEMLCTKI
PG9 Ab binder: small molecules binding HIV-1 gp120 antibody PG9. TR-FRET gp120-PG9 antibody binding. inhibition, % at 6.7 µM. 360,000 compounds, 0.43% hits; in the data active = inhibition above about 8.5%
SMARCA2 act: SMARCA2 function activation, primary screen; 370,000 compounds, 1% hits; activation, % at 9.1 µM; AID 652017; MG213 cells, MMTV-luciferase reporter, dexamethasone, overnight; in the data active = activation above about 7.8%;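 also: 0% = vehicle wells and 100% = reference activator wells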
PLCb3 inh: PLC-beta3 (human) inhibition, primary screen; Q01970; Purified PLC-beta3, fluorogenic substrate, fluorescence; inhibition, % at 12.2 µM; 370,000 compounds, 0.18% hits; AID 720704; in the data active = inhibition above about 11%;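 also: 0% = median of compound wells on plate and 100% = full blocker control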
hcDAF12 agonist: activators of H. contortus DAF-12 nuclear receptor; HEK293 hcDAF-12 lit1-tk-luc reporter, luminescence; 0% DMSO, 100% Δ7-dafachronic acid; activation, % at 6.8 µM; 370,000 compounds, 1.4% hits; AID 652067;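 active = activation above the mean of all tested compounds plus 3 SD, cut at about 5.5% in these data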;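 also: 100% = response to 3 µM Δ7-dafachronic acid high control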
Rev-erbA mod: modulates human Rev-erb alpha binding to DNA. 370,000 compounds, 0.79% hits. Rev-erbα–FITC-DNA binding, fluorescence polarization, 90 min. AID 1259318. P20393. activity, % at 10 µM;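 active = activity above about 14%, limit read from the data; passing the limit was not always enough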;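 also: 0% = DMSO wells with 35 nM protein and 100% = DMSO wells with 750 nM protein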
Target sequence (P20393 whole entry, looked up): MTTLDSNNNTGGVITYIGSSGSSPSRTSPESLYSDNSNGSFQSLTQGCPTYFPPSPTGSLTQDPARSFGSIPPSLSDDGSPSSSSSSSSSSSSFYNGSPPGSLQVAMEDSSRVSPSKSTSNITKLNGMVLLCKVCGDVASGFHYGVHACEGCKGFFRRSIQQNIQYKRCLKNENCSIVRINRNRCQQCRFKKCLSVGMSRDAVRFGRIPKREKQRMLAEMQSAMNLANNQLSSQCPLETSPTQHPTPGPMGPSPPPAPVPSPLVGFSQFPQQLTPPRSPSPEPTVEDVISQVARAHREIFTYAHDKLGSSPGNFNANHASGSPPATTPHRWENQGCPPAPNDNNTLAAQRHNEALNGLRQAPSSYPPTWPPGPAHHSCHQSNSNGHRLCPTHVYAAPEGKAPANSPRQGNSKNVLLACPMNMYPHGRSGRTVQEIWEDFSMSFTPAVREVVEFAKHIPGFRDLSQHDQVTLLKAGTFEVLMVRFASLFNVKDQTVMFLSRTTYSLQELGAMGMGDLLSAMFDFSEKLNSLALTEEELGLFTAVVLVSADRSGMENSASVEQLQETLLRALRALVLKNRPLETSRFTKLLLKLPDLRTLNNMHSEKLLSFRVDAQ
GAA850 FXN act: increases GAA850 frataxin promoter reporter activity; activation, % at 6 µM; 360,000 compounds, 0.56% hits; HEK293 lucGAA850 FXN promoter luciferase reporter, 24 h; percent of 10 µM SAHA response;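 active = activation above the average of all compounds screened plus 3 SD, cutoff fixed separately per campaign, cut at about 7.5% in these data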;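 also: 0% = DMSO wells and 100% = 10 µM SAHA wells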
An asterisk follows results filed as active; . = no result given.

SMILES	DAX1 inh-1	hgDAF12 agonist	sPLA2-III inh	ssDAF12 agonist	DAX1 inh-2	PG9 Ab binder	SMARCA2 act	PLCb3 inh	hcDAF12 agonist	Rev-erbA mod	GAA850 FXN act
FC(F)(F)c1cc(-c2ccco2)nc(NCc2ccco2)n1	-0.6	1.1	2.9	-1.0	0.0	1.4	-0.1	-26.2	-0.6	2.4	0.2
COc1cccc(-c2nnc(SCCC(=O)O)n2C)c1	0.0	-1.5	8.3	-0.6	0.1	0.1	-2.9	-0.9	-0.7	0.9	-1.2
O=C(NCCc1ccccc1)C1CCCN(S(=O)(=O)c2cccc3nonc23)C1 (configuration not stated)	-0.4	1.3	1.6	-1.2	-0.1	0.8	-0.9	2.6	-1.1	-2.0	-1.7
COc1ccc(-c2nnc(SCC(=O)NCC3CCCO3)o2)cc1 (configuration not stated)	-0.2	2.1	6.4	-0.7	1.2	-0.1	-0.3	-3.0	-1.0	0.3	0.2
CC1CCCC(C)N1NC(=O)c1cccc(S(=O)(=O)N2CCc3ccccc32)c1 (configuration not stated)	0.2	0.1	-0.8	-1.2	1.5	-1.2	0.3	2.6	0.3	6.7	2.9
O=C(Oc1ccccc1N1C(=O)C2CCCCC2C1=O)c1ccccc1 (configuration not stated)	-1.0	-0.7	3.6	-0.8	-0.8	-1.2	1.4	5.5	-0.3	-1.1	1.7
Cc1ccc(OCCCC(=O)Nc2ccc(S(=O)(=O)N3CCOCC3)cc2)cc1	-2.7	-2.2	-15.9	-1.9	-0.9	0.5	-3.0	0.0	-1.8	3.6	-0.1
Cc1ccc(-n2ncc3c(NCCCN4CCCC4=O)ncnc32)c(C)c1	-0.6	-1.8	2.2	-1.2	0.6	-1.9	3.8	5.4	1.5	-0.3	1.9
Cn1cnnc1SCC(=O)Nc1sc2c(c1C(N)=O)CCC2	0.2	0.2	-0.4	-1.1	0.1	0.8	-1.0	-47.5	-1.7	-13.6	-1.2
COCC(=O)N1CCC(Oc2ccc(C(=O)NC3CCOC(C)(C)C3)cc2)CC1 (configuration not stated)	0.3	0.7	3.7	-0.6	-0.7	-2.2	1.1	-3.5	2.8	4.7	1.7
O=C(c1ccccc1NS(=O)(=O)c1cccc([N+](=O)[O-])c1)N1CCCC1	-0.5	-1.4	-2.5	-1.0	-0.5	1.5	-3.0	-3.6	-0.7	-1.6	-0.1
CCN(C[C@H]1N[C@@](CC)(C(=O)OC)[C@H]2C(=O)N(Cc3ccccc3)C(=O)[C@@H]12)C(C)=O	0.1	-1.7	-1.0	-0.9	2.0	0.5	-2.0	-0.2	0.8	-4.0	1.6
Cn1c(SCCOc2ccccc2Cl)nnc1-c1ccncc1	0.1	-0.7	1.4	-1.6	0.0	1.1	-2.5	3.2	-2.2	-0.8	-1.6
CNc1nc(SCC(=O)OC)nc(N2CCOCC2)n1	-0.4	0.2	6.9	-0.9	1.6	-3.1	-2.6	4.1	-0.2	1.6	0.7
C=CCNC(=S)N1CCc2c([nH]c3ccccc23)C1C (configuration not stated)	-0.2	2.3	0.2	-1.8	0.1	0.0	-0.7	-7.0	-1.9	-0.5	-0.3
C/C(=N\Nc1ccc([N+](=O)[O-])cc1)c1ccc(N)cc1	1.1	5.0	-2.5	0.0	1.6	-2.6	3.9	-22.0	1.5	6.1	1.7
COCc1cc(=O)n2[nH]c(-c3cccc(Br)c3)cc2n1	2.2	6.4	-0.1	-0.2	3.9	0.1	4.3	-25.8	4.4	-2.9	4.5
COC(=O)N/N=C(\C)c1ccc(OC(F)F)cc1OC(F)F	0.3	0.9	-10.5	-0.5	0.7	0.0	-1.0	3.0	0.2	6.4	3.0
CCOC(=O)C1C(C(=O)OC)=C(C(=O)OC)c2ccccc2N1S(=O)(=O)C(F)(F)F (configuration not stated)	-0.7	-0.1	4.3	-0.6	-0.7	1.4	0.5	-0.2	-0.2	-5.1	2.5
COc1ccc(-n2ncc3c2CC(C)(C)CC3NC(=O)c2ocnc2C)cc1 (configuration not stated)	-0.3	-0.4	-9.6	-0.6	0.3	1.5	-1.8	-1.1	-3.4	-2.0	3.7
COCc1nnc(NC(=O)CCSc2ccccc2)s1	0.4	1.8	-4.7	-1.3	0.1	2.7	-0.1	1.5	0.3	-6.9	-0.1
CC(=O)N1CCc2ccccc2C1CC(=O)O (configuration not stated)	0.2	2.7	1.1	-0.7	1.3	-2.1	-1.6	-0.6	2.3	-3.9	2.2
C=C1[C@H]2O[C@H]2[C@@H](OC(C)=O)[C@@]2(C)[C@@H](OC(C)=O)C[C@@H](OC(C)=O)[C@@](C)(O)[C@@H]2[C@@H](OC(C)=O)[C@@]2(O)[C@@H](C)C(=O)O[C@H]2[C@H]1Cl	-0.1	0.7	10.0	-1.4	0.3	-1.4	-2.2	3.1	-0.9	1.0	-0.3
CCOC(=O)C1(C)CCCN1C(=O)c1cccc(OC)c1 (configuration not stated)	0.3	-0.1	16.4	-1.1	.	-1.8	0.8	0.0	0.1	5.0	0.0
O=C(Cc1ccc(O)cc1)N/N=C/c1cccs1	0.6	0.5	0.7	-1.2	-0.4	-1.4	-0.2	-3.5	-0.7	5.4	1.0
Cc1nc2ccc(S(=O)(=O)Nc3cccc(-c4nc5cccnc5s4)c3C)cc2s1	-2.1	-5.3	-46.3	-2.1	-0.6	1.3	-5.0	-20.7	-3.2	1.6	0.1
O=S(=O)(SC1=NCCN1)c1ccccc1	0.1	-1.1	12.1	-1.1	0.3	0.8	-4.8	2.5	-2.1	2.5	-0.2
CCOc1ccc(NC(=O)N2CCC(n3c(=O)[nH]c4ccccc43)CC2)cc1	0.2	1.7	-2.2	-0.2	2.2	0.7	-1.5	-0.4	-0.8	-5.2	-0.6
COc1cc(C(=O)NCCC(=O)N2CCC3(CC2)NCCc2[nH]cnc23)cc(OC)c1OC	0.3	0.0	6.9	-1.0	-1.5	-0.6	-1.1	-39.8	1.2	-11.0	-0.4
CC1CCC(NC(=O)Cn2c(=O)oc3cc(S(=O)(=O)N4CCCC4)ccc32)CC1 (configuration not stated)	-0.5	-0.9	6.2	-1.2	-0.1	1.9	-2.7	-1.5	-0.1	2.5	-0.4
Nc1ncnc2c1ncn2[C@@H]1O[C@H](CNS(=O)(=O)c2ccc3c(c2)CCN(C(=O)C(F)(F)F)C3)[C@@H](O)[C@H]1O	-0.8	-1.3	12.4	-1.4	1.9	1.3	-2.5	-3.2	0.5	-1.5	-0.4
COc1ccc(CC(=O)N2CCN=C2SC)cc1OC	0.1	3.3	1.1	-1.4	-0.2	-0.5	-2.5	-3.9	-0.1	-2.6	0.8
CS/C(N)=N/N=C/c1cc(C)ccc1O	2.3	17.7*	6.3	-0.5	4.3*	-1.3	3.2	-106.5	5.0	-0.8	8.6*
CCCCCCCCN1C(=O)[C@@H](CC(=O)NCc2cccc3ccccc23)C[C@@]2(C(=O)OC)C1=C[C@H](C(C)C)O[C@@H]2C1CC1	0.5	-1.3	0.6	-0.8	.	.	7.1	-0.8	-1.4	3.2	.
Cn1c(SCC(=O)c2ccc(F)cc2)nnc1-c1cnccn1	0.7	-1.1	1.0	-1.3	3.1	-1.6	0.4	0.8	-0.7	-1.0	2.5
CN1CCN(CCNC(=O)c2cc3c(=O)n(C)c4ccccc4c3n2C)CC1	0.7	4.1	-0.4	-1.2	3.5	-0.6	-1.2	-1.6	0.7	0.5	2.0
Fc1nc(N2CCCC2)c(F)c(Oc2ccccc2Oc2c(F)c(F)nc(N3CCCC3)c2F)c1F	-0.3	-1.1	4.2	-0.8	2.0	-1.2	3.0	3.2	1.1	-0.5	0.4
CC1(C)CN(c2cccc(C#N)c2)C1=O	0.0	2.0	-0.1	0.1	-0.9	-1.1	-1.8	3.4	0.1	3.5	1.5
CC1C(c2ccccc2)N(C)C(c2ccccc2)CC1(O)c1ccc(F)cc1 (configuration not stated)	0.2	-1.6	-5.8	-1.1	-0.3	-0.2	-1.1	-0.3	-0.8	0.2	4.0
CCOc1ccc(NCc2cccn2-c2nnc(N3CCC(C(=O)NCCCN4CC(C)CC(C)C4)CC3)s2)cc1 (configuration not stated)	-0.3	-1.6	2.3	-1.0	0.7	-3.4	0.2	-8.8	-0.5	-4.3	0.9
COc1ccc(-c2noc(CCCC(=O)Nc3ccc(C(N)=O)cc3)n2)cc1	-2.6	-11.4	5.0	-2.5	-1.9	3.5	-9.5	0.2	-5.5	-2.0	-8.8
Cc1cccc(C)c1NC(=O)Cn1cnc2c(=O)n(C)c(=O)n(C)c21	-0.1	1.1	-0.9	-1.2	-0.4	-3.5	-2.8	0.6	-1.1	-3.8	4.0
CN1C(=O)C(=O)N2C(=C[C@]3(c4c[nH]c5ccccc45)c4ccccc4N[C@H]23)C1=O	.	1.6	-1.4	0.0	.	.	.	-12.7	4.0	-3.9	.
CCN(CCn1cccn1)C(=O)c1cc(COc2cccc3cccnc23)on1	-0.2	-0.8	0.7	-0.7	-1.5	-0.1	-1.9	-40.1	0.1	-1.0	-0.6
O=C(O)c1ccc(Cl)c(S(=O)(=O)N2CCCCCC2)c1	0.2	-1.3	7.0	-1.6	1.1	0.5	-2.1	-2.6	-0.2	-2.0	6.3

Looked up above.
CCOC(=O)C1C(C(=O)OC)=C(C(=O)OC)c2ccccc2N1S(=O)(=O)C(F)(F)F (configuration not stated) in DAX1 inh-1 reads -0.7
COc1ccc(-c2nnc(SCC(=O)NCC3CCCO3)o2)cc1 (configuration not stated) in DAX1 inh-1 reads -0.2

Additional results
SMILES	DAX1 inh-1	hgDAF12 agonist	sPLA2-III inh	ssDAF12 agonist	DAX1 inh-2	PG9 Ab binder	SMARCA2 act	PLCb3 inh	hcDAF12 agonist	Rev-erbA mod	GAA850 FXN act
COc1ccc(Cl)cc1C(=O)OCC(=O)c1c(N)n(C)c(=O)n(C)c1=O	-0.8	2.2	3.6	-1.2	0.1	-1.6	2.8	3.0	-0.1	-2.6	-1.3
C=CCN1C(=O)[C@@H]2Cc3c([nH]c4ccccc34)C(c3cc(OC)c(OC)c(OC)c3)N2C1=S (some centres not stated)	-0.4	1.2	-19.2	-0.5	-1.3	-2.4	-3.3	-32.1	1.5	-0.3	0.5
O=C(Cn1cnc2c(nnn2Cc2ccc(F)cc2)c1=O)N1CCCc2ccccc21	0.5	-0.3	8.4	-0.6	-0.5	-0.6	-3.3	-4.0	-2.0	1.0	-5.3
O=C(NCCOc1ccc(Cl)cc1)C(=O)NCC1CCCO1 (configuration not stated)	-0.2	-0.8	-2.3	-2.6	0.0	-0.4	-2.7	-1.1	-0.2	1.5	-0.2
COCc1ccc(C(=O)N2CCCCC2C(=O)Nc2ccc(-n3nc(C)cc3C)cc2)o1 (configuration not stated)	-1.2	-0.6	4.9	-1.1	-0.6	-0.9	-2.7	-6.9	-1.5	-1.3	-0.1
C/C(=N\NC(=O)c1ccncc1)c1ccc(N2CCOCC2)cc1	2.0	1.0	-1.1	-0.8	0.3	-1.8	0.1	-8.0	-1.1	-8.3	0.1
